HTR5A ag ctr: HTR5A agonists in luminescence cell assay, primary screen, counter-screen for OPRM1-OPRD1 heterodimer agonist project, full-deck HTS. actives 0.61% (n = 340,000). 5-hydroxytryptamine receptor 5A (Homo sapiens), P47898. cell-based. activation, % at 9.3 µM; in the data active = activation mostly above about 9.5%, no sharp cut-off; inactive = mostly below about 7.6%;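 note: 0% = cells with vehicle only and 100% = reference agonist; strong numbers were not always called active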
Target sequence (P47898 whole entry, looked up): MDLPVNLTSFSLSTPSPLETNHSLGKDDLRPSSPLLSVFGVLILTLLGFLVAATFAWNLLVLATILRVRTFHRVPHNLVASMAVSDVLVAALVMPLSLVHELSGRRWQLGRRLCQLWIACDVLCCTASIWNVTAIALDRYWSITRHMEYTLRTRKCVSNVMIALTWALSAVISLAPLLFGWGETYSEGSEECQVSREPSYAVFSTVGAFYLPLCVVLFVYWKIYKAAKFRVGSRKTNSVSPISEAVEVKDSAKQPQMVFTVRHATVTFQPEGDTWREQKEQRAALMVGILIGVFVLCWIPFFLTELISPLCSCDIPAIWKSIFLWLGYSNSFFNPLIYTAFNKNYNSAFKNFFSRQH
dFosB act: activators of delta FosB homodimer, primary screen, biochemical, fluorescence polarization, TAMRA-CDK5 oligo, single point. purified delta FosB; percent of positive-control signal above neutral wells. activation, % at 25 µM. actives 0.99% (n = 340,000);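 active = mean activation above about 17%, with every replicate also reaching it, limit read from the data, passing the limit was not always enough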;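 note: fluorescence polarization rise as delta FosB binds a TAMRA Cdk5 AP-1 oligo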
CDK5 inh: inhibitors of human CDK5/p35 kinase, primary screen, biochemical, single concentration; AID 488839, 2010; inhibition, % at 10 µM; Cyclin-dependent kinase 5 (Homo sapiens) + Cyclin-dependent kinase 5 activator 1 (Homo …; actives 0.01% (n = 330,000); Recombinant CDK5/p35, ADP-Glo luminescence, 60 min;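 active = highest replicate inhibition of at least 50% and at least 75% of replicates reaching 50%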;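 note: plate controls were DMSO neutral control for no effect and GW8510 at 10 µM for full effect; many of its hits are not listed in these tables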
Target sequence (Q00535 whole entry, looked up): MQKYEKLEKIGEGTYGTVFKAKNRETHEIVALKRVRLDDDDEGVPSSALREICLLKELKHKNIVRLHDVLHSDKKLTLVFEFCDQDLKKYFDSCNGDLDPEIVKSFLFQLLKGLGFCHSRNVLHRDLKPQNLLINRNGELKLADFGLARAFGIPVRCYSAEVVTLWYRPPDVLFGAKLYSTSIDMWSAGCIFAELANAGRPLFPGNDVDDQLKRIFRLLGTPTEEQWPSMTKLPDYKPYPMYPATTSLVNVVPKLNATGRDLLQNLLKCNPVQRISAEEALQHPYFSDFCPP
Target sequence (Q15078 whole entry, looked up): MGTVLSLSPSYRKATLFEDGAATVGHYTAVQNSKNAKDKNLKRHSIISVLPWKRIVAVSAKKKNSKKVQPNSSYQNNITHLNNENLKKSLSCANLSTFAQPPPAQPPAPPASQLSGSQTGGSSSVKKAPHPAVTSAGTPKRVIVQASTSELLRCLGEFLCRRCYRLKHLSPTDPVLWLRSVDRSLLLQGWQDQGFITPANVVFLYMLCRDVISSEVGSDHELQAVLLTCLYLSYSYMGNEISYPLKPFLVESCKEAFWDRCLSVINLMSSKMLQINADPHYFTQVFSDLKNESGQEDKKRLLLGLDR
SR-BI HDL uptake: inhibitors of SR-BI mediated HDL lipid uptake, primary screen, ldlA[mSR-BI] cells, fluorescence, single point; Scavenger receptor class B member 1 (Mus musculus), Q61009; ldlA[mSR-BI] CHO cells, DiI-HDL uptake fluorescence, 3 h; inhibition, % at 12.5 µM; actives 0.96% (n = 320,000); AID 488896, 2010;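 active = mean replicate inhibition of at least 70% and a set share of replicates each scoring 70 or more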;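 note: 0% = median of neutral control wells and 100% = median of positive control wells; values of inactives mirror those of a sister screen read the other way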
SR-BI uptake up: activators of SR-BI mediated DiI-HDL uptake, primary screen, ldlA[mSR-BI] CHO cells, DiI fluorescence. 3 h; 100 = double the neutral-control signal. actives 0.096% (n = 320,000). activation, % at 12.5 µM. AID 504775, 2011;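 active = mean replicate activation of at least 60% and every replicate at or above 60%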;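 note: 0% = median plate neutral-control signal and 100% = twice that signal; values of inactives mirror those of a sister screen read the other way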
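system = CHO ldlA[mSR-BI] cells, LDL receptor-null, SR-BI overexpressing | medium = Ham's F12 with 0.5% BSA, HEPES 25 mM, pH 7.4 | probe or stimulus = DiI-HDL 10 µg/mL | compound dosing = single-point compound dose | incubation = compound exposure 3 h, 37 °C | technique = DiI fluorescence, bottom read | read-out = cell-associated DiI fluorescence as measure of HDL uptake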
PvdQ inh: P. aeruginosa PvdQ acylase inhibitors, primary screen, biochemical, fluorescence, plate reader and imaging, single point | PvdQ acylase [Pseudomonas aeruginosa LESB58] | purified PvdQ acylase | inhibition, % at 10 µM | actives 0.063% (n = 340,000); in the data active = inhibition above about 30%, passing the limit was not always enough;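 note: 0% = vehicle neutral wells and 100% = reference inhibitor wells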
cardiac RTF act: cardiac RTF calcium sensitivity activators, primary screen, biochemical, IANBD-TnC fluorescence, EC20 calcium; IANBD-labeled TnC RTF fluorescence at EC20 calcium; 0% EC20 calcium, 100% full calcium; AID 493008, 2010; Troponin I, cardiac muscle (Homo sapiens) + Troponin T, cardiac muscle (Homo sapiens) + …; actives 0.24% (n = 340,000); activation, % at 7.2 µM;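 active = activation above the mean over all tested compounds plus 3 SD, cut at about 30% in these data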;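 note: rise in fluorescence read as greater calcium sensitivity of cardiac thin filaments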
Rtt109 HAT inh: inhibitors of C. albicans Rtt109/Vps75 HAT, primary screen, biochemical, ThioGlo CoA-SH fluorescence, plate reader. Histone acetyltransferase RTT109 (Candida albicans (strain SC5314 / ATCC MYA-2876)), …. inhibition, % at 34.9 µM. purified Rtt109/Vps75, 4 h. actives 0.16% (n = 330,000);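 active = inhibition of at least 50% in every replicate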
MITF TRPM1 HTS: activators of MITF-driven TRPM1 promoter reporter, primary screen, cell-based, SK-MEL-5, luciferase, single point; SK-MEL-5 TRPM1-promoter luciferase, 24 h; % of positive control, neutral wells = 0; activation, % at 12.5 µM; actives 0.75% (n = 300,000);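 active = mean activation of at least 80% with every replicate also reaching 80%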;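 note: 0% = neutral control wells and 100% = parthenolide positive control wells; values of inactives mirror those of a sister screen read the other way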
Wnt bcat act: Wnt/beta-catenin pathway activators, primary screen, cell-based, plate reader, single point | Wnt/beta-catenin reporter cell assay, activator | activation, % at 9.35 µM | actives 1.2% (n = 300,000) | AID 743398, 2014; in the data active = activation above about 30%, passing the limit was not always enough;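 note: 0% = neutral control wells and 100% = positive control wells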
Numbers without * were called inactive; / = no result given.

SMILES | HTR5A ag ctr | dFosB act | CDK5 inh | SR-BI HDL uptake | SR-BI uptake up | PvdQ inh | cardiac RTF act | Rtt109 HAT inh | MITF TRPM1 HTS | Wnt bcat act
C=CCOc1cccc(C2/C(=C(/O)c3ccc4c(c3)CC(C)O4)C(=O)C(=O)N2CCN2CCOCC2)c1 (stereo not drawn) | 3 | -6 | -2.2 | -2 | 2 | 9 | 8 | 20 | 2 | 3
COc1ccc(CCn2c(C(C)C)nc3c(c(=O)c4ccccc4n3C)c2=O)cc1 | -1 | -21 | -2.0 | -5 | 5 | -10 | 2 | 5 | -1 | /
C=CCn1c(SCC(=O)NCC2CCCO2)nnc1-c1ccncc1 (stereo not drawn) | -1 | -2 | 0.6 | -13 | 13 | 7 | -2 | -10 | 0 | -1
COCCCN(C(=O)c1cccnc1SC)c1c(N)n(Cc2ccccc2)c(=O)[nH]c1=O | 4 | 7 | -0.7 | -4 | 4 | -14 | 17 | 0 | / | -4
COc1ccc(Br)cc1C(=O)Nc1cccc(C)c1C | 2 | 6 | -1.3 | 76* | -76 | 15 | 6 | -1 | 4 | 0
O=C(CN(c1ccc(F)cc1)S(=O)(=O)c1ccc2c(c1)OCCO2)Nc1cccnc1 | -1 | 1 | -0.5 | -11 | 11 | -12 | 0 | -3 | 8 | /
CN(C)C=NC(=O)c1cc(C(=O)c2ccccc2Cl)c[nH]1 | 0 | -4 | 2.1 | -19 | 19 | -1 | 16 | -9 | -10 | -1
CCN(C[C@H]1N[C@@](CC)(C(=O)OC)[C@H]2C(=O)N(C)C(=O)[C@@H]12)S(=O)(=O)c1ccc(OC)cc1 | 2 | -6 | 0.3 | -8 | 8 | -12 | -2 | -4 | 0 | -1
CCOC(=O)C1CCCCN1Cc1ccccc1C(F)(F)F (stereo not drawn) | -1 | -1 | -2.3 | -37 | 37 | -10 | 3 | 1 | -1 | /
Nc1nc2nn(-c3ccccc3)nc2c(=O)[nH]1 | -1 | -7 | 3.0 | 0 | 0 | -13 | 6 | -5 | 49 | 16
C/C(Cl)=C/CSc1nnc2n(N)c(=O)c3ccccc3n12 | 5 | 1 | 0.3 | -6 | 6 | 6 | -1 | -2 | / | 1
O=C1[C@H]2[C@@H](C(=O)N1c1cc(Cl)cc(Cl)c1)[C@]1(C(=O)Nc3ccccc31)N1CCC[C@@H]21 | 0 | -3 | -0.3 | 29 | -29 | -11 | -5 | 12 | -11 | /
O=C(CC1C(=O)NCCN1Cc1cccc(Oc2ccccc2)c1)NCCc1ccncc1 (stereo not drawn) | -3 | -10 | -1.1 | / | / | -12 | 4 | 2 | -10 | 1
CCNc1c(NC(C)=O)c(=O)oc2ccccc12 | -3 | 0 | 0.5 | -19 | 19 | 2 | -9 | / | -10 | -4
Cc1ccc(C(=O)N/N=C/C2=Cc3ccccc3OC2C)cc1 (stereo not drawn) | 0 | -4 | 0.6 | -15 | 15 | -12 | 6 | -10 | 25 | 6
CCOC(=O)N1CCC(NC(=O)C(NS(=O)(=O)c2ccc3c(c2)CCN3C(=O)CC)C(C)C)CC1 (stereo not drawn) | 12 | -5 | -1.4 | 33 | -33 | -13 | -2 | -6 | -1 | -1
CC1(NC(=O)N2CCOCC2)CCS(=O)(=O)C1 (stereo not drawn) | -7 | 1 | 6.2 | -3 | 3 | -16 | 9 | 6 | 0 | 0
CCCCOc1ccc(CSc2nncn2N)cc1 | 0 | 1 | -1.8 | -19 | 19 | -13 | 3 | -2 | 45 | /
CCN(CC)C(=O)Cn1cc(S(=O)(=O)CC(=O)NCc2ccc3c(c2)OCO3)c2ccccc21 | 3 | -7 | -3.6 | 8 | -8 | -14 | 4 | -2 | 1 | 3
CCOc1ccccc1N1CCN(C(=O)c2cccs2)CC1 | 1 | 1 | 1.2 | 6 | -6 | 3 | 4 | 9 | / | 1
CC(C)CNS(=O)(=O)c1ccc(NC(=O)Cn2nc(-c3ccc(F)cc3)ccc2=O)cc1 | 0 | -4 | 0.0 | 8 | -8 | -6 | -1 | 3 | -2 | -1
COc1ccc(NC(=O)c2cc(-c3ccc4c(c3)OCO4)on2)cc1 | 2 | 26* | -0.9 | / | / | 12 | -3 | 2 | 16 | 0
CN(C)C(=O)CCc1ccc2c3c([nH]c2c1)[C@]1(CCC2CCCC2)[C@@H](C(=O)N2CCOCC2)C[C@H](CC(=O)NCc2cccc(C(F)(F)F)c2)C(=O)N1CC3 | 1 | -13 | -3.5 | -35 | 35 | -12 | 1 | 5 | -19 | -1
O=[N+]([O-])c1ccc(-c2nc(Nc3ccc(O)cc3)c3ccccc3n2)cc1 | -3 | 2 | -2.6 | 91* | -91 | -11 | 1 | -3 | -41 | -3
N#C/C(=C\c1cccc([N+](=O)[O-])c1)C(=O)NCc1ccc(Cl)cc1 | -1 | 2 | -6.3 | 33 | -33 | -13 | 4 | -9 | -53 | -2
Cc1c(N=NC2=C(O)CCCC2=O)c(=O)n(-c2ccccc2)n1C | 1 | 1 | 1.0 | -11 | 11 | -12 | 1 | 5 | -4 | /
CCOC(=O)CC(N)c1cccc([N+](=O)[O-])c1 (stereo not drawn) | 3 | -4 | 1.1 | -28 | 28 | -16 | 2 | 5 | 0 | -2
CN(CCc1ccccc1)C(=O)c1ccc(NC(=O)Cc2ccc(NC(=O)C3CCN(C(=O)c4ccccc4)CC3)cc2)cc1 | 0 | -2 | 0.7 | 22 | -22 | -7 | -4 | -2 | -9 | -1
Cc1cc(C)c2nc(-c3ccccn3)cc(C(=O)Nn3cnnc3)c2c1 | -4 | -11 | -1.6 | -35 | 35 | -5 | 6 | -1 | -17 | -2
Cc1ccc(Cl)cc1NC(=O)COC(=O)Cn1cnc2c1c(=O)n(C)c(=O)n2C | 1 | 0 | 0.1 | -2 | 2 | 3 | -1 | 3 | -2 | 0

Arranged by SMILES length (largest number first): 8 of the compounds above
SMILES | HTR5A ag ctr | dFosB act | CDK5 inh | SR-BI HDL uptake | SR-BI uptake up | PvdQ inh | cardiac RTF act | Rtt109 HAT inh | MITF TRPM1 HTS | Wnt bcat act
O=C1[C@H]2[C@@H](C(=O)N1c1cc(Cl)cc(Cl)c1)[C@]1(C(=O)Nc3ccccc31)N1CCC[C@@H]21 | 0 | -3 | -0.3 | 29 | -29 | -11 | -5 | 12 | -11 | /
CC(C)CNS(=O)(=O)c1ccc(NC(=O)Cn2nc(-c3ccc(F)cc3)ccc2=O)cc1 | 0 | -4 | 0.0 | 8 | -8 | -6 | -1 | 3 | -2 | -1
COc1ccc(CCn2c(C(C)C)nc3c(c(=O)c4ccccc4n3C)c2=O)cc1 | -1 | -21 | -2.0 | -5 | 5 | -10 | 2 | 5 | -1 | /
O=C(CC1C(=O)NCCN1Cc1cccc(Oc2ccccc2)c1)NCCc1ccncc1 (stereo not drawn) | -3 | -10 | -1.1 | / | / | -12 | 4 | 2 | -10 | 1
C/C(Cl)=C/CSc1nnc2n(N)c(=O)c3ccccc3n12 | 5 | 1 | 0.3 | -6 | 6 | 6 | -1 | -2 | / | 1
CCOC(=O)C1CCCCN1Cc1ccccc1C(F)(F)F (stereo not drawn) | -1 | -1 | -2.3 | -37 | 37 | -10 | 3 | 1 | -1 | /
CC1(NC(=O)N2CCOCC2)CCS(=O)(=O)C1 (stereo not drawn) | -7 | 1 | 6.2 | -3 | 3 | -16 | 9 | 6 | 0 | 0
CCNc1c(NC(C)=O)c(=O)oc2ccccc12 | -3 | 0 | 0.5 | -19 | 19 | 2 | -9 | / | -10 | -4

Continued.
SMILES | HTR5A ag ctr | dFosB act | CDK5 inh | SR-BI HDL uptake | SR-BI uptake up | PvdQ inh | cardiac RTF act | Rtt109 HAT inh | MITF TRPM1 HTS | Wnt bcat act
C[C@H](CO)N1C[C@H](C)[C@@H](CN(C)Cc2ccncc2)Oc2c(NC(=O)c3ccncc3)cccc2C1=O | 4 | 3 | -1.1 | -13 | 13 | -12 | 16 | -1 | 9 | 1
CC1(C(=O)NCCc2c[nH]c3ccccc23)C=CC2(CCCCC2)N1C(=O)c1ccccc1 (stereo not drawn) | -1 | -5 | -1.3 | -23 | 23 | -6 | 1 | 8 | -3 | /
O=C(CCc1nnc2ccc(NCc3ccco3)nn12)Nc1cc(F)ccc1F | -3 | -19 | 0.6 | 4 | -4 | -6 | -1 | 5 | -16 | -2
COc1cc(C(c2sc3nc(C)nn3c2O)N2CCc3ccccc3C2)cc(OC)c1OC (stereo not drawn) | -4 | 0 | 0.0 | -19 | 19 | 3 | 7 | 17 | 8 | 1
N#CC1=C(N)Oc2cc(N)ccc2C1c1cccc(F)c1 (stereo not drawn) | 0 | -6 | -0.1 | 16 | -16 | -7 | 3 | -1 | -9 | -2
O=S1(=O)CCC(NC(=S)SCc2ccccc2Br)C1 (stereo not drawn) | -1 | -9 | 0.0 | -11 | 11 | -6 | 0 | 6 | -74 | 1
COc1ccc2nc(NC(=O)C3CCCN(S(=O)(=O)c4cccc5nsnc45)C3)sc2c1 (stereo not drawn) | -2 | 25* | -1.0 | 53 | -53 | -6 | 2 | 0 | / | /
COC(=O)c1ccc(OCC(O)CN2C(=O)NC(C)(C)C2=O)cc1 (stereo not drawn) | -7 | 6 | 0.4 | -15 | 15 | -10 | 5 | 7 | -2 | /
O=C(CN1CSCC1=O)N1CCN(S(=O)(=O)c2ccc(Cl)cc2)CC1 | 10 | -2 | -0.4 | -35 | 35 | -14 | 1 | -2 | -5 | -1
CCN(CC)c1ccc(C(=O)NN)cc1 | 2 | -2 | -0.4 | 18 | -18 | -3 | 2 | 0 | 11 | -3
COc1cccc(/C=N/n2c(C)nc3ccccc3c2=O)c1O | -2 | -2 | 1.5 | 26 | -26 | -1 | 3 | 11 | -5 | /
Cc1cc(C)nc(NS(=O)(=O)c2ccc(NC(=O)c3cccc(N4C(=O)CCC4=O)c3)cc2)n1 | -1 | 0 | -0.3 | 0 | 0 | 18 | 11 | -3 | 4 | /
